Bioassay records from PubChem.
MITF primary – human MITF inhibition, primary screen | O75030 | AlphaScreen MITF homodimerization, bead proximity signal | inhibition, % at 2.6 µM | 650,000 tested, 0.91% active | AID 1259374; in the data active = inhibition above about 50%;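 note: 0% = vehicle wells with protein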
GPR151 ag – human GPR151 activation | 650,000 tested, 1% active | AID 1508602 | activation, % at 11.2 µM | Q8TDV0 | PathHunter beta-arrestin GPR151 cells, luminescence; in the data active = activation above about 4.9%;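 note: 0% = median of compound wells and 100% = cells with positive control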
Target sequence (Q8TDV0 whole entry, looked up): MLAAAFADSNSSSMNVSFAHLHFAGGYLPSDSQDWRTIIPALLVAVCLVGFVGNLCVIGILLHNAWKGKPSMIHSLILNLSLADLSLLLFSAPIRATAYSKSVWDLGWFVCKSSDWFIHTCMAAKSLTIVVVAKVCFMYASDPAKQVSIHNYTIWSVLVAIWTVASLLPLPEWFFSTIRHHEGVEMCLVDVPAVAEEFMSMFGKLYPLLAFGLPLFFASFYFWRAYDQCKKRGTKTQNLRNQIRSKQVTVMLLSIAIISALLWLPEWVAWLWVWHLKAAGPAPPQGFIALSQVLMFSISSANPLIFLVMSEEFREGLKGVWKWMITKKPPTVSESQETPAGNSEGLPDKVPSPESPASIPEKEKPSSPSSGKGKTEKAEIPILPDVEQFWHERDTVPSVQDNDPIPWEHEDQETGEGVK
TEAD-YAP block – TEAD-YAP interaction inhibition; HEK-TIYL cells, TEAD-Gal4/YAP UAS-luciferase luminescence; inhibition, % at 9.12 µM; 640,000 tested, 1.4% active; AID 1259422; in the data active = inhibition above about 32%;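 note: 0% = median of test compound wells and 100% = reference inhibitor wells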
FBW7 act – human FBW7 E3 ligase activation, primary screen; AlphaScreen FBW7–phospho-cyclin E peptide binding, activator screen; normalized activity (activation), % at 26.1 µM; 650,000 tested, 0.13% active; in the data active = normalized activity above about 1.9%;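 note: purified mutant Fbw7 with reduced substrate affinity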
Target sequence (Q969H0 whole entry, looked up): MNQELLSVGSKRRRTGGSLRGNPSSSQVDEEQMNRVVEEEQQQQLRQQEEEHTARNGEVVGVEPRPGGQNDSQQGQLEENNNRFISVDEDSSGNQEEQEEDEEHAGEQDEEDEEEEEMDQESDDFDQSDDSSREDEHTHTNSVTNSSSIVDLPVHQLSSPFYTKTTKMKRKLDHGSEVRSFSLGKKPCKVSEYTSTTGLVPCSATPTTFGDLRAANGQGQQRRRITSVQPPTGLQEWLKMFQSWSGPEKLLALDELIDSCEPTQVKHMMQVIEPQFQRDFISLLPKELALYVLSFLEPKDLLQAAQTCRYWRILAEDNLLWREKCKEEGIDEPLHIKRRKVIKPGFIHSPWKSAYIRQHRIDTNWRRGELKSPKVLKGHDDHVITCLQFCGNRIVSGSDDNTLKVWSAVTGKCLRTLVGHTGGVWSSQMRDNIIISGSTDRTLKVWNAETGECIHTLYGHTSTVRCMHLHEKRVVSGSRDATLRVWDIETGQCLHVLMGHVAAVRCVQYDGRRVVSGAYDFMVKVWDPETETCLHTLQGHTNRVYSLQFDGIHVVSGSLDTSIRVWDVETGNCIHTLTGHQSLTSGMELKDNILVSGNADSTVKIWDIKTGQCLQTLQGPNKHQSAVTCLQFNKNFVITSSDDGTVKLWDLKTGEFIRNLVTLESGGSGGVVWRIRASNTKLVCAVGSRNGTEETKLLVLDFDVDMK
The depositor's hits bear a star.

nr	canonical_smiles	MITF primary	GPR151 ag
1	COc1ccc(NC(=O)CN2CCN(S(=O)(=O)c3ccc(Br)cc3)CC2)cc1	-5	-0.3
2	CN(Cc1ccccc1)C1CC(=O)N(c2ccc(F)cc2)C1=O (centres undefined)	-3	1.6
3	COc1cccc(Nc2cc(C)nc3nc(C)nn23)c1	18	-1.3
4	CCCCSc1nc2c(cnn2-c2ccccc2)c(=O)n1N	-12	-3.8
5	COc1ccc(NC(=O)CNC(=O)Cn2cnc3ccccc3c2=O)cc1Cl	8	-0.3
6	CCC(C)(C)NC(=O)CN(C(=O)CCC(=O)Nc1ccccn1)c1ccc(C(C)C)cc1	4	-1.6
7	CC(C)(C)c1ccc(C(=O)n2cccn2)cc1	7	2.3
8	Cc1ccc2nc(NC(=O)c3ccc(S(C)(=O)=O)c([N+](=O)[O-])c3)sc2c1	3	-0.5
9	Cc1ccc(C#N)c(SCc2ccccc2F)n1	-16	3.7
10	CC(=O)N=C1SC2CS(=O)(=O)CC2N1Cc1ccccc1 (centres undefined)	5	-1.0

nr	TEAD-YAP block	FBW7 act
1	-13	-0.1
2	-1	-0.1
3	8	0.4
4	-52	0.7
5	0	0.0
6	6	0.1
7	4	0.1
8	-8	0.0
9	-18	0.6
10	6	0.3

Next section
nr	canonical_smiles	MITF primary	GPR151 ag
11	CCNc1cc(Nc2ccc(Br)cc2Br)c([N+](=O)[O-])c2nonc12	-14	1.0
12	COCCOC(=O)C1=C(C)NC2=C(C(=O)CCC2)C1c1ccccc1OCc1ccccc1 (centres undefined)	19	-1.1
13	CCCNCc1ccc(OCC)c(OCC)c1	5	0.6
14	O=C(c1c[nH]c2ccc(S(=O)(=O)Nc3ccccc3F)cc2c1=O)N1CCCC1	-10	0.2
15	CCOc1ccc(-c2cc(CCCC(=O)NCc3cccnc3)no2)cc1	9	1.0
16	Cc1ccc(OCC(=O)Nc2ccccc2CO)c(Br)c1	0	-0.5
17	Cc1ncn(-c2ccc(Nc3ncc(Cl)c(-c4cn[nH]c4)n3)cc2)n1	-4	-0.2
18	CCN(CC)C(=O)CC1C(=O)NCCN1Cc1ccc(F)cc1 (centres undefined)	15	1.3
19	CC(=O)Nc1nnc(NC(C)=O)nn1	13	-1.0
20	Cc1c(C(=O)NN2CCOCC2)oc2c1ccc1ccccc12	-4	-1.7

nr	TEAD-YAP block	FBW7 act
11	0	-0.7
12	-2	1.4
13	-6	-0.2
14	-8	0.0
15	-41	-0.1
16	-85	0.0
17	7	0.2
18	8	0.0
19	-3	0.3
20	-2	0.1

The list continues.
nr	canonical_smiles	MITF primary	GPR151 ag
21	Fc1cccc(CSc2ccc(-c3ccccn3)nn2)c1	22	-1.3
22	Cc1ccc(S(=O)(=O)NCC(=O)OCC(=O)c2ccc(Cl)cc2Cl)cc1	1	0.6
23	CCCCOC(=O)C1=C(C)NC2=C(C(=O)CCC2)C1c1ccc(OCCC)c(OC)c1 (centres undefined)	-9	-0.1
24	CN(Cc1cccc(F)c1)c1nc(CN2CCOCC2)nc2sc3c(c12)CCC3	3	-1.5
25	COc1ccc(Cc2nnc(NC(=O)Nc3ccc(F)cc3)s2)cc1	7	1.7
26	CCCCN(C)S(=O)(=O)c1ccc(C(=O)Nc2nc3ccc4nc(C)sc4c3s2)cc1	2	0.5
27	CCOC(=O)N1CCN(c2cc(NCCO)c3c4c(onc24)-c2ccccc2C3=O)CC1	16	-2.0
28	CCOC(=O)c1cccc(NC(=O)CCCOc2ccccc2C)c1	-9	-0.4
29	C/C(=N\Nc1ccc(C(F)(F)F)cn1)c1ccccn1	58*	2.9
30	CC(C)[C@H](Cn1nc(-c2ccc(F)c(F)c2)ccc1=O)NC(=O)c1cccnc1	10	-0.6

nr	TEAD-YAP block	FBW7 act
21	-37	0.1
22	4	-0.1
23	0	0.2
24	-1	-0.2
25	8	0.8
26	11	-0.1
27	18	-0.3
28	10	0.0
29	87*	-1.3
30	-3	0.1

(next part)
nr	canonical_smiles	MITF primary	GPR151 ag
31	COCCn1c(CCC(=O)NCc2cccc(Cl)c2)nc2cccnc21	0	0.5
32	Fc1ccc(Nc2nc3ccccc3n3nnnc23)cc1	17	-0.7
33	CCOc1ccc2c(c1)CC(c1nc3ccc(-c4cn[nH]c4)cc3[nH]1)NC2 (centres undefined)	20	-0.4
34	Cc1cccc(Nc2nc(N)nc(CN3CCN(c4cccc(Cl)c4)CC3)n2)c1	-2	2.2
35	O=C(CSc1cn(CCNC(=O)c2c(F)cccc2F)c2ccccc12)Nc1ccccc1	-5	2.4
36	O=C(NC1CC1)c1ccnc(Nc2ccccn2)c1	19	0.3
37	CC(=O)c1ccc(NC(=O)CSc2nc3ccc(NC(=O)c4cccc5ccccc45)cc3s2)cc1	6	0.5
38	CS(=O)(=O)N(CC(=O)NC1CC1)c1ccccc1Cl	13	-1.1
39	CCc1ccccc1NC(=O)C(=O)N/N=C/c1cc(OC)c(OC)c(OC)c1	-8	0.1
40	CCCNc1ncnc2c1nc(-c1ccc(N3CCN(C)CC3)cc1)n2C(C)C	13	-0.4

nr	TEAD-YAP block	FBW7 act
31	-1	-0.1
32	-36	0.4
33	5	0.0
34	-25	0.0
35	-3	-0.1
36	1	0.1
37	1	-0.1
38	14	0.5
39	3	0.1
40	2	0.0

Continued:
nr	canonical_smiles	MITF primary	GPR151 ag
41	COc1ccc(-c2nc(NCc3cccnc3)c3ncn(C(C)C)c3n2)cn1	15	-0.3
42	CCOC(=O)Cc1csc(NC(=O)CSc2ccc(Br)cc2)n1	2	-1.3
43	C/C(CC(=O)NC(C)C)=N\NC(=O)Cc1ccc(Cl)cc1	-5	0.7
44	COc1ccc(C2CC(=O)c3cnc(NC(C)=O)nc3C2)cc1OC (centres undefined)	11	2.7
45	O=C(CCc1nnc(CCc2ccccc2)o1)N1CCCC(OCc2ccccc2)C1 (centres undefined)	-7	0.7
46	Cc1c(Cc2ccccc2)sc(NC(=O)c2cccs2)c1C(N)=O	-1	2.4
47	CCOC(=O)c1ccc(N=Nc2c(C)c(C#N)c(O)n(C)c2=O)cc1	14	1.5
48	CCOC(=O)c1ccc(NS(=O)(=O)c2ccc(C)cc2)cc1	11	3.0
49	Cc1ccc(SCCNC(=O)C(C)C)cc1	16	0.0
50	CCC(C(=O)Nc1nnc(Cc2ccccc2F)s1)c1ccccc1 (centres undefined)	3	0.6

nr	TEAD-YAP block	FBW7 act
41	22	-0.1
42	3	0.1
43	-9	-0.1
44	-4	0.0
45	-67	0.0
46	-31	0.4
47	-1	0.6
48	4	-0.1
49	-11	-0.1
50	0	-0.4

Next part.
nr	canonical_smiles	MITF primary	GPR151 ag
51	NNc1cc([N+](=O)[O-])cc2c1C(=O)N(Cc1ccccc1)S2=O (centres undefined)	1	-0.5
52	O=C(/C=C/c1cccs1)Nc1ncc(S(=O)(=O)c2ccc([N+](=O)[O-])cc2)s1	6	1.9
53	Cc1nn(Cc2ccc(Cl)cc2)c(=O)c(C#N)c1C	1	0.7
54	COc1cc(OC)cc(C(=O)N(Cc2cc3cccc(C)c3n3nnnc23)C2CCCC2)c1	6	1.1
55	Cc1cc(NC(=O)CN2CCN(C3CCCCC3)CC2)ccc1F	32	0.4
56	CCOC(=O)COc1coc(CN2CCN(c3cccc(Cl)c3)CC2)cc1=O	-9	-1.1
57	CCCOc1ccc(N2C(=O)CC(NCCC(=O)O)C2=O)cc1 (centres undefined)	12	-0.4
58	O=C(Cn1c(Cc2ccccc2)nc2sc3c(c2c1=O)CCCC3)Nc1ccc(Oc2ccccc2)cc1	1	-1.5
59	O=C1Nc2c(S(=O)(=O)NCCO)cc(S(=O)(=O)NCCO)c3cccc1c23	-2	-1.1
60	NNC(=O)CSc1ccccc1F	1	1.0

nr	TEAD-YAP block	FBW7 act
51	-10	-0.1
52	-1	-0.1
53	-6	0.1
54	-18	0.0
55	11	0.2
56	2	-0.1
57	2	0.8
58	-3	0.0
59	4	0.0
60	3	0.0

Following part.
nr	canonical_smiles	MITF primary	GPR151 ag
61	CCc1nc2ccc(Br)cc2c(=O)n1CC(=O)OC	11	0.7
62	CCC1=C(C(=O)OC)C(c2ccc(Cl)cc2)n2ncnc2N1 (centres undefined)	5	0.4
63	c1ccc2c(c1)Nc1ccc3ccccc3c1S2	-4	-0.5
64	CCN1c2ncccc2C(=O)NC12CCN(C(=O)c1ccc(=O)[nH]n1)CC2	-13	-0.9
65	CC12CC3(C)CC(O)(C1)CC(C(=O)c1ccccc1)(C2)C3	4	0.5
66	CC(C)(C)c1ccc(-c2ccc(OCCN3CCCC3=O)nc2)cc1	7	1.2
67	O=C(/C=C/c1ccco1)NCCC1=CCCCC1	25	-1.8
68	Cc1cc2nn(-c3ccc(Cl)cc3)nc2cc1NC(=O)COc1ccc(Cl)cc1	-3	-0.8
69	COc1ccc(NC(=O)COc2ccc(C)cc2C)c(OC)c1	10	7.9*
70	C=C(C)Cn1c(SCCCCCC)nc2sc3c(c2c1=O)CC(C)(C)OC3	15	-0.6

nr	TEAD-YAP block	FBW7 act
61	-4	0.0
62	10	-0.1
63	-62	-0.1
64	-16	-0.2
65	-2	0.0
66	52*	-0.3
67	-57	0.0
68	-5	0.5
69	3	0.2
70	4	1.3

Whole records, looked up by structure.
Record of CC(C)(C)c1ccc(-c2ccc(OCCN3CCCC3=O)nc2)cc1 : MITF primary: 7; GPR151 ag: 1.2; TEAD-YAP block: 52*; FBW7 act: -0.3
Record of CC12CC3(C)CC(O)(C1)CC(C(=O)c1ccccc1)(C2)C3 : MITF primary: 4; GPR151 ag: 0.5; TEAD-YAP block: -2; FBW7 act: 0.0

Next section.
nr	canonical_smiles	MITF primary	GPR151 ag
71	CCc1ccccc1NC(=O)c1c(NC(=O)c2ccccc2Br)sc2c1CCCC2	-4	-1.0
72	COc1ccc(C2C(C(N)=O)=C(C)Nc3nc(SCc4ccccc4)nn32)cc1 (centres undefined)	18	-0.9
73	COc1ccccc1C(c1nnnn1CCc1ccccc1)N1CCN(C)CC1 (centres undefined)	2	-0.4
74	COc1ccc(Cn2c(=O)c3ncccc3n(CC(=O)NCc3ccc(F)cc3)c2=O)cc1	-2	2.7
75	CCCNC(=O)C1CCCN(S(=O)(=O)N2CCC3(CC2)OCCO3)C1 (centres undefined)	-4	-0.3
76	COc1ccccc1CNC(=O)CN(c1ccccc1F)S(C)(=O)=O	4	1.2
77	CCCCNC(=O)c1cc2c(C)nn(-c3ccccc3)c2s1	8	0.5
78	O=C(c1ccccc1Cl)N1CCN(c2ccc(-c3cccs3)nn2)CC1	16	0.2
79	COc1ccc(NC(=O)COc2ccc(Cl)cc2)cc1	2	-0.1
80	COc1ccc(CCNC(=O)CN2C(=O)NC(Cc3c[nH]c4ccccc34)C2=O)cc1 (centres undefined)	2	0.9

nr	TEAD-YAP block	FBW7 act
71	11	0.5
72	0	0.0
73	4	0.0
74	0	0.0
75	-3	-0.1
76	1	0.0
77	3	0.3
78	-14	0.1
79	1	0.7
80	20	-0.1

(more compounds)
nr	canonical_smiles	MITF primary	GPR151 ag
81	COc1cc(NC(C)=O)ccc1NC(=O)C(C)C	12	2.6
82	Cc1cc(C)c(C(=O)N2CCCC(CNS(=O)(=O)c3cccs3)C2)o1 (centres undefined)	9	-0.5
83	COc1ccc(-c2nc3cnccn3c2NCc2ccco2)cc1CO	-2	-1.1
84	Cc1cc(C)c(NC2=NS(=O)(=O)c3ccccc32)c(C)c1	0	-1.4
85	COc1cccc(CNC(=O)C2CCCN(C(=O)N3CC(C)Oc4ccc(C)cc43)C2)c1 (centres undefined)	2	0.8
86	O=C(CN(C(=O)c1csnn1)c1ccccc1F)NC1CCCC1	-10	-0.1
87	COc1ccc(CN2CCC(C(=O)N3CCOCC3)CC2)c(OC)c1	56*	0.7
88	O=C(c1ccc2c(c1)OCO2)N1CCN(c2cc(-c3ccccc3)ncn2)CC1	2	-0.2
89	O=C(/C=C/c1ccccc1)Nc1ccc2nc(SCC(=O)N3CCOCC3)sc2c1	-3	1.5
90	Cc1ccc(S(=O)(=O)N2CCN(CC(O)COc3ccc4ccccc4c3)CC2)cc1 (centres undefined)	-2	0.3

nr	TEAD-YAP block	FBW7 act
81	2	0.1
82	7	0.1
83	-23	0.1
84	11	-0.1
85	-3	0.0
86	2	0.0
87	-8	-0.1
88	-2	0.1
89	-16	-0.1
90	2	0.1

Remaining list, next part.
nr	canonical_smiles	MITF primary	GPR151 ag
91	COc1ccc(S(=O)(=O)N(CC(=O)N2CCN(C)CC2)C2CCCCC2)cc1OC	-5	-0.3
92	CC(C)=C(NC(=O)c1ccccc1)C(=O)NCC(=O)O	7	0.1
93	COc1ccc(Cl)cc1NC(=O)c1ccc(NC(=O)c2ccccc2C(=O)O)cc1	0	1.2
94	Cc1ccc(C)c(NC(=O)c2cc(S(=O)(=O)N3CCC(C)CC3)ccc2F)c1	9	0.7
95	O=C(NC1CCC1)c1c(C(F)(F)F)nc2ccccn12	8	0.9
96	COc1ccccc1CN1C(=O)CN(C2CCCCCC2)C(=O)C1c1ccc(Cl)cc1 (centres undefined)	-4	0.1
97	NC(=O)CSc1nccn1Cc1ccc(Cl)cc1	13	-1.4
98	Cn1c(N)c(C(=O)CSc2nc(N)cc(=O)[nH]2)c(=O)n(C)c1=O	-22	0.3

nr	TEAD-YAP block	FBW7 act
91	-5	0.0
92	17	0.4
93	-4	-0.3
94	-3	0.6
95	-2	-0.4
96	8	-0.2
97	7	0.0
98	-3	0.0

Part of the list above, limited to GPR151 ag, MITF primary and TEAD-YAP block.
item | Compound | GPR151 ag | MITF primary | TEAD-YAP block
92 | CC(C)=C(NC(=O)c1ccccc1)C(=O)NCC(=O)O | 0.1 | 7 | 17
93 | COc1ccc(Cl)cc1NC(=O)c1ccc(NC(=O)c2ccccc2C(=O)O)cc1 | 1.2 | 0 | -4
